hIAP act = human IAP activation; P09923; activation factor at 10 µM; purified human IAP, CDP-Star luminescence, 30 min; active compounds read high; 1 = vehicle-only enzyme, 0 = enzyme-free background; AID 2524; actives 0.16% (n = 330,000);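 active means activation factor of the enzyme at least 2-fold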; further: the source names both 10 and 20 µM as test concentration; values of inactives mirror those of a sister screen read the other way
MPTP inh = permeability transition pore inhibition | actives 1.4% (n = 360,000) | inhibition, % at 10 µM | isolated mouse mitochondria, Ca2+ swelling absorbance, 30 min | AID 602449;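 active means inhibition of 50% or more, scaled per plate between neutral and stimulator controls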;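 further: 0% = DMSO wells given calcium and 100% = 1 mM EGTA wells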
PfG6PD inh = PfG6PD (Plasmodium falciparum) enzyme inhibition; AID 504690; actives 0.78% (n = 350,000); inhibition, % at 20 µM; PfGluPho enzyme, NADPH resazurin-diaphorase fluorescence;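 active means inhibition reaching at least a set limit at 20 µM in the primary screen, cut at about 59% in these data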;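 further: 0% = DMSO wells with substrate and 100% = DMSO wells lacking glucose-6-phosphate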
SENP8 block = SENP8 (human) protease inhibition; recombinant SENP8, Nedd8 substrate fluorescence; actives 0.64% (n = 360,000); inhibition, % at 20 µM; Q96LD8; in the data active means inhibition mostly above about 40%, no sharp cut-off; inactive means mostly below about 27%
Target sequence (Q96LD8 whole entry, looked up): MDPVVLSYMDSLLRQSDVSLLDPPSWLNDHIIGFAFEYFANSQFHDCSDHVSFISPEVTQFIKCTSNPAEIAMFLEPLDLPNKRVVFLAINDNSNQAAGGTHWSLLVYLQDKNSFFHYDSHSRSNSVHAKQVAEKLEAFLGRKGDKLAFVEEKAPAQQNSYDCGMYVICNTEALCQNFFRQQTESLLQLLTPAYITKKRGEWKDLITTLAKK
ATG4B inhibitor = inhibitors of human ATG4B cysteine protease | actives 0.51% (n = 340,000) | AID 504462 | inhibition, % at 8.33 µM | ATG4B cleavage of LC3-PLA2, NBD-HPC fluorescence, 1 h; in the data active means inhibition above about 40%
Target sequence (Q9Y4P1 whole entry, looked up): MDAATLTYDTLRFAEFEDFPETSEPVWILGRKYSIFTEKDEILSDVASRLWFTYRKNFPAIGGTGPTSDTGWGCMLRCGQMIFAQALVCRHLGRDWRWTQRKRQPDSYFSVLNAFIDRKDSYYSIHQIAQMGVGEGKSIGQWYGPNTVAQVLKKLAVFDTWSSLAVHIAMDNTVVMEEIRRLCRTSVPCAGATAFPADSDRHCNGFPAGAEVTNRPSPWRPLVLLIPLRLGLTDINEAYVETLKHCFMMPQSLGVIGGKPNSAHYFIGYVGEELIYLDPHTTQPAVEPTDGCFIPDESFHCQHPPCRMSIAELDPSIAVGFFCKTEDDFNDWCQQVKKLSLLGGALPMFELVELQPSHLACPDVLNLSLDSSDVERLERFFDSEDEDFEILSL
SENP1 FRET inh = inhibitors of human SENP1 SUMO protease catalytic domain; recombinant SENP1 catalytic domain, CyPet-SUMO1-YPet FRET cleavage; inhibition, % at 10 µM; actives 0.21% (n = 360,000); AID 624204;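 active means inhibition at least 30% at 10 µM, raw YFP signal under a set limit, fluorescence ratio 0.5 to 1.5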;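 further: 0% = enzyme with DMSO and 100% = no enzyme wells; some results filed as inactive read as strong as hits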
Target sequence (Q9P0U3 419-644 limits assumed): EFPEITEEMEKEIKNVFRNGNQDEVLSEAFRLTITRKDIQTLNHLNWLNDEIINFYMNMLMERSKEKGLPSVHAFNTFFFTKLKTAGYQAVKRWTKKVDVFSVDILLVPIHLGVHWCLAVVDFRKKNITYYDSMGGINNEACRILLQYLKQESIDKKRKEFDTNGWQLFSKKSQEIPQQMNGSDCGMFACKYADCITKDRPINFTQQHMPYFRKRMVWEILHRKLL
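Material – human SENP1 catalytic domain · Input – SENP1 enzyme, 20 pM final · Compound dosing – single concentration of 10 µM compound, 0.5% DMSO final · Timing – enzyme reaction for 50 min at room temperature, dark · Measured by – FRET fluorescence in CFP and YFP emission channels · Control set – no-enzyme wells low, DMSO-plus-enzyme wells high control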
GRIN3A LBD mod = modulators (binders) of human NR3A ligand-binding domain | Tm shift relative to glycine control, % at 25 µM | actives 2.5% (n = 340,000) | NR3A LBD differential scanning fluorimetry, Tm shift; 0% = protein alone, 100% = glycine-bound protein;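 active means melting temperature shift of at least 10% of the positive control shift, at one fixed dose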
SENP6 block = SENP6 protease inhibition; Q9GZR1; Recombinant SENP6 catalytic domain, aminoluciferin luminescence; inhibition, % at 10 µM; actives 1.8% (n = 330,000); AID 2599;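 active means inhibition above about 50% at the single tested dose, limit read from the data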;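 further: plate controls were DMSO wells with enzyme for no effect and DMSO wells lacking enzyme for full effect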
An asterisk follows results filed as active; · = no result given.

1. COc1cccc(C(=O)Nc2c3c(nn2-c2cccc(C)c2C)CS(=O)C3)c1OC (configuration not stated)
2. Cc1[nH]c2ccccc2c1N=Nc1cc(C(=O)O)cc(C(=O)O)c1
3. S=C(Nc1ccc(Cl)cc1)NN1CCOCC1
4. Cc1nn(CCC(=O)N2CCN(S(=O)(=O)c3ccc(Cl)cc3)CC2)c(C)c1C
5. CC1=CCC2C(=O)N(c3ccc(Br)cc3C)C(=O)C2C1 (configuration not stated)
6. CC(C)(C)c1ccc(Cn2nnc3c(=O)[nH]c(C4CCN(C(=O)Cc5cccs5)CC4)nc32)cc1
7. c1cc[n+](CCCC[n+]2ccccc2)cc1
8. Cc1ccc(-n2nc(C)cc2NC(=O)CC#N)cc1

assay / entry	1	2	3	4	5	6	7	8
hIAP act	0.92	1.1	1.1	0.98	1	1	1	0.79
MPTP inh	-1.0	-0.1	-0.7	-1.1	0.8	-0.3	-0.1	-2.1
PfG6PD inh	-4	11	-3	-10	14	10	-16	20
SENP8 block	23	19	15	9	19	5	3	3
ATG4B inhibitor	-4	7	-9	-8	-2	12	-1	-9
SENP1 FRET inh	2	0	0	-1	1	2	-1	-29
GRIN3A LBD mod	-6	0	0	2	3	-19	1	-1
SENP6 block	0	4	1	-3	9	-19	-33	2

9. O=C(Nc1ccc(C(=O)N2CCN(c3ccccc3F)CC2)cc1)C1=CSCCO1
10. CCOc1ccc(-c2nnn(CC(=O)NCc3cccs3)n2)cc1
11. Cc1cc(C)n(S(=O)(=O)c2ccc3ccccc3c2)n1
12. CCOC(=O)c1c(N)sc2c1C1CCN2CC1
13. CC(NC(=O)CCC(=O)N1CCCCCC1)c1ccccc1 (configuration not stated)
14. O=C(NCc1ccc(F)cc1)c1ccc(CS(=O)(=O)c2ccc(Br)cc2)o1
15. Cc1cc2nc(C3CCN(Cc4nnnn4Cc4cccs4)CC3)[nH]c2cc1C
16. Cc1cc(C(=O)N/N=C/c2cccs2)n[nH]1

assay / entry	9	10	11	12	13	14	15	16
hIAP act	1.1	0.95	0.97	0.82	0.93	1.1	0.63	1.3
MPTP inh	0.4	0.1	0.6	0.3	0.5	5.2	-1.9	-1.9
PfG6PD inh	6	-10	-6	4	-17	-14	-13	3
SENP8 block	7	4	4	37	4	11	12	12
ATG4B inhibitor	-7	-3	-8	-3	0	-1	-12	3
SENP1 FRET inh	1	0	2	-1	-1	0	0	0
GRIN3A LBD mod	-1	-18	-7	7	2	-1	3	0
SENP6 block	15	-27	-2	-17	7	-8	-14	-24

17. CCCCn1c(N)c(N(CC(C)C)C(=O)c2cccs2)c(=O)[nH]c1=O
18. O=C(COC(=O)c1ccc2ccccc2n1)c1ccccc1
19. Cc1cccc(N2CCN(C(=O)Cn3c(=O)[nH]c4ccsc4c3=O)CC2C)c1 (configuration not stated)
20. CN1CCN(S(=O)(=O)c2cccc(C(=O)N(C)CC(=O)Nc3ccc(F)c(F)c3F)c2)CC1
21. c1nc(NCCN2CCOCC2)c2c3c(sc2n1)CCCCC3
22. COc1ccc(NC(=S)NNc2ccc(S(=O)(=O)Nc3ccccc3C(=O)O)cc2[N+](=O)[O-])cc1
23. N#CCCN(C1CCCCC1)S(=O)(=O)CCOc1ccccc1
24. CNC(=S)NCc1ccc(OC)cc1

assay / entry	17	18	19	20	21	22	23	24
hIAP act	1	1	1.2	0.98	·	0.78	1.1	0.97
MPTP inh	2.2	-1.4	0.4	0.4	0.5	2.8	-7.6	-0.6
PfG6PD inh	0	-6	-9	10	-2	-7	0	6
SENP8 block	15	-1	7	0	17	25	19	14
ATG4B inhibitor	2	2	-12	-2	-5	34	-2	-12
SENP1 FRET inh	0	1	1	3	1	2	3	2
GRIN3A LBD mod	1	-1	0	1	-2	16*	0	-3
SENP6 block	-14	-36	-3	-2	·	23	-21	8

25. CCN(CC)C(CNC(=O)c1cc(=O)[nH]c2ccccc12)c1ccccc1Cl (configuration not stated)
26. CCCN(CCC)C(=O)c1cc2c(=O)n3cccc(C)c3nc2s1
27. CCN(C1CCCCC1)S(=O)(=O)c1ccc(S(=O)(=O)N2CCN(CCC#N)CC2)cc1
28. COc1cc(/C=N/Nc2ccc(Cl)c(C(=O)O)c2)ccc1OC(=O)c1ccco1
29. Cc1ccc(C2(c3ccccc3)NC(=O)N(CC(=O)N(C)C3CCS(=O)(=O)C3)C2=O)cc1C (configuration not stated)
30. CCn1c(C)cs/c1=N\C(=S)Nc1ccccc1C
31. CC(C)Cc1nc(N2CCOCC2)c(C#N)c2c1CCC2
32. C=CCn1c(COc2ccccc2)nnc1SCC(=O)Nc1ccc2c(c1)OCCO2

assay / entry	25	26	27	28	29	30	31	32
hIAP act	0.96	0.95	1.1	1	1.1	0.95	0.98	0.95
MPTP inh	2.1	0.2	-1.3	-0.5	-1.4	-0.1	1.4	0.3
PfG6PD inh	-8	-1	-2	-3	8	2	-28	-5
SENP8 block	-80	-297	26	-72	1	12	-480	15
ATG4B inhibitor	-2	0	0	2	-5	0	0	-8
SENP1 FRET inh	-7	-24	1	0	-2	2	-1	2
GRIN3A LBD mod	-1	-2	1	0	-3	-4	2	-1
SENP6 block	16	11	-17	33	-7	0	-3	-23

In the list so far, 2 have bromine:
5. CC1=CCC2C(=O)N(c3ccc(Br)cc3C)C(=O)C2C1 (configuration not stated)
14. O=C(NCc1ccc(F)cc1)c1ccc(CS(=O)(=O)c2ccc(Br)cc2)o1

assay / entry	5	14
hIAP act	1	1.1
MPTP inh	0.8	5.2
PfG6PD inh	14	-14
SENP8 block	19	11
ATG4B inhibitor	-2	-1
SENP1 FRET inh	1	0
GRIN3A LBD mod	3	-1
SENP6 block	9	-8

Further records.
33. COc1ccc(CN(C)C(=O)c2cccc(S(=O)(=O)N3CCCc4ccccc43)c2)c(OC)c1OC
34. Brc1ccc(N=NNc2ccccc2)cc1
35. Cc1ccc(NC(=O)C(C)N2CCOCC2)c(C(=O)c2ccccc2)c1 (configuration not stated)
36. O=C(Nc1ccc(N2CCCCC2)c(Cl)c1)c1ncn[nH]1
37. CC(NC(=O)C1CCC(CNS(=O)(=O)c2ccccc2)CC1)c1ccccc1 (configuration not stated)
38. Cc1cccc(NC(=O)Nc2cccnc2)c1C
39. COc1ccccc1N1CC(C(=O)Nc2nnc(SCC(=O)NC(C)C)s2)CC1=O (configuration not stated)
40. O=S(=O)(N/N=C\c1cccc(F)c1)c1ccccc1

assay / entry	33	34	35	36	37	38	39	40
hIAP act	·	0.89	1	1.4	1	1	1	0.85
MPTP inh	-1.2	6.5	0.8	0.3	-0.2	-0.9	0.4	-0.1
PfG6PD inh	-1	6	8	-9	-5	9	1	-6
SENP8 block	1	38	31	8	12	13	10	2
ATG4B inhibitor	-19	7	-1	-7	-6	6	-7	1
SENP1 FRET inh	0	0	3	9	1	-2	-1	2
GRIN3A LBD mod	0	-1	4	-1	0	-1	-1	1
SENP6 block	·	51*	11	22	-7	-7	-1	2

Random excerpt: four compounds from above.
37. CC(NC(=O)C1CCC(CNS(=O)(=O)c2ccccc2)CC1)c1ccccc1 (configuration not stated)
16. Cc1cc(C(=O)N/N=C/c2cccs2)n[nH]1
28. COc1cc(/C=N/Nc2ccc(Cl)c(C(=O)O)c2)ccc1OC(=O)c1ccco1
9. O=C(Nc1ccc(C(=O)N2CCN(c3ccccc3F)CC2)cc1)C1=CSCCO1

assay / entry	37	16	28	9
hIAP act	1	1.3	1	1.1
MPTP inh	-0.2	-1.9	-0.5	0.4
PfG6PD inh	-5	3	-3	6
SENP8 block	12	12	-72	7
ATG4B inhibitor	-6	3	2	-7
SENP1 FRET inh	1	0	0	1
GRIN3A LBD mod	0	0	0	-1
SENP6 block	-7	-24	33	15

More structures:
41. CC(C)OC(=O)C1Cc2ccccc2CN1S(=O)(=O)c1cccs1 (configuration not stated)
42. O=S(=O)(c1ccccc1)N1CCC(=NO)CC1
43. N#C/C(=C\c1ccc(N2CCCCC2)o1)C(=O)Nc1cccc(Br)c1
44. O=C(c1cc2nc(-c3ccc(F)cc3)cc(C(F)(F)F)n2n1)N1CCOCC1
45. Cc1cccc(C)c1NC(=O)CNC(=O)c1ccccc1OCc1ccccc1
46. Cc1ccc(Cn2nc(C)cc2C(=O)Nc2ccc(Cl)cc2)cc1
47. CC(=O)Nc1c(O)c2ccccc2[nH]c1=O
48. CCOC(=O)C1CCCN(C(=O)c2ccc3c(c2)OCO3)C1 (configuration not stated)

assay / entry	41	42	43	44	45	46	47	48
hIAP act	1	0.96	0.89	1	1.1	0.94	0.95	0.85
MPTP inh	1.5	-1.6	3.5	0.0	0.0	34	1.0	-0.5
PfG6PD inh	0	3	3	-21	16	21	-1	-11
SENP8 block	7	7	39	-219	18	37	-2	23
ATG4B inhibitor	14	-7	-3	-1	9	-14	-4	3
SENP1 FRET inh	-3	3	-23	-4	0	0	0	1
GRIN3A LBD mod	0	0	0	-2	2	2	0	0
SENP6 block	-11	-10	-9	6	-15	-33	-13	-11

49. O=C(CSc1ccc(F)cc1)NC(=O)c1ccccc1
50. CCC(C)c1ccccc1N1CC(C(=O)NCCCn2nc(C)cc2C)CC1=O (configuration not stated)
51. Cc1ccc(C)c(NC(=O)CCC(=O)NNC(=O)COc2cc(C)ccc2C)c1
52. Cc1cccc(NC(=O)CCNS(=O)(=O)c2cccc3nsnc23)c1C
53. Cn1c(CN2CCN(c3ccc(Cl)cc3)CC2)nc2ccccc21
54. CC(C)c1nc2c(c(=O)c3ccccc3n2C)c(=O)n1CCc1ccccc1
55. CN(CC(=O)Nc1ccc(F)cc1)C(=O)C1Cc2ccccc2CN1S(C)(=O)=O (configuration not stated)
56. COC(=O)CCCC(=O)NC1CC(C)(C)Cc2c1cnn2-c1ccc(C)cc1 (configuration not stated)

assay / entry	49	50	51	52	53	54	55	56
hIAP act	·	0.83	1.7	1	0.81	1.1	0.85	1.1
MPTP inh	2.1	-0.6	-0.4	-1.4	-0.9	16	-0.4	1.3
PfG6PD inh	5	-5	-3	12	-17	13	28	-5
SENP8 block	17	8	5	11	13	10	-13	24
ATG4B inhibitor	·	-8	-1	2	-1	12	0	0
SENP1 FRET inh	2	-4	2	1	0	3	-5	0
GRIN3A LBD mod	·	-2	2	2	1	2	-1	-1
SENP6 block	·	-4	-9	-30	-8	1	-1	18

57. Nc1c(-c2ccccc2)c(CN2CCOCC2)nn1-c1ccccc1
58. CN1CCC(N(C)C(=O)COc2ccccc2Cl)CC1
59. CC(C)[C@H](NC(=O)OCc1ccccc1)C(=O)NCc1ccccc1
60. CCOc1ccccc1NC(=S)Nc1ccc(S(N)(=O)=O)cc1
61. CC(C)CNC(=O)C(=O)NC1CCCC1
62. CC1(C)Cc2ccccc2C(CSc2ccccc2C(=O)O)=N1
63. COc1cc(NC(=O)CSc2nc3[nH]ncc3c(=O)n2-c2ccccc2C)cc(OC)c1OC
64. CCCCN(CC)CCNC(=O)c1cc2c(=O)[nH]c3ccccc3c2s1
65. Cc1ccc(CNC(=O)CN2CCCC(C)C2)cc1 (configuration not stated)
66. CCC(CC)NC(=O)CC(c1ccccc1)c1ccccc1
67. Cc1cc(C)c(S(=O)(=O)Nc2cnc3ccccc3c2)c(C)c1

assay / entry	57	58	59	60	61	62	63	64	65	66	67
hIAP act	1.2	0.95	1.3	1	1	0.88	1.2	0.94	0.94	1.2	1.1
MPTP inh	1.1	-0.1	1.4	-2.0	-0.7	0.1	0.6	-0.4	0.6	-0.1	1.2
PfG6PD inh	-5	-5	-4	-8	-10	-12	-5	6	-27	0	12
SENP8 block	1	13	4	6	29	9	17	-292	8	4	-150
ATG4B inhibitor	-11	-9	-14	2	-12	11	2	9	-1	-4	-24
SENP1 FRET inh	0	1	-1	0	0	3	3	0	2	1	0
GRIN3A LBD mod	-4	2	4	1	0	0	-10	-2	0	-2	-5
SENP6 block	-6	-6	-1	6	-2	8	-17	6	-10	-15	-20
